# From PubChem BioAssay
# GlmU inhibition: inhibition of mycobacterial GlmU enzyme – biochemical, glucosamine-1-phosphate acetyltransferase (AID 1376) | M. tuberculosis GlmU acetyltransferase enzyme assay; higher % means a stronger effect | inhibition, %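 (tested at 30 µM in the primary screen)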, or IC50 in µM where a hit was titrated | hit rate 0.25% among 220,000; in the data active means inhibition above about 13%;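 further: 0% = complete reaction with vehicle and 100% = reaction without substrate; strong numbers were not always called active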
# RmlCD inh 1536: M. tuberculosis RmlC/RmlD inhibition. inhibition, % at 3.6 µM. RmlC+RmlD coupled enzyme assay, percent inhibition; primary screen in compound mixtures. P9WH09+P9WH11. hit rate 0.03% among 160,000; in the data active means inhibition mostly above about 34%, no sharp cut-off; further: some results filed as inactive read as strong as hits
# Target sequence (P9WH09 whole entry, looked up): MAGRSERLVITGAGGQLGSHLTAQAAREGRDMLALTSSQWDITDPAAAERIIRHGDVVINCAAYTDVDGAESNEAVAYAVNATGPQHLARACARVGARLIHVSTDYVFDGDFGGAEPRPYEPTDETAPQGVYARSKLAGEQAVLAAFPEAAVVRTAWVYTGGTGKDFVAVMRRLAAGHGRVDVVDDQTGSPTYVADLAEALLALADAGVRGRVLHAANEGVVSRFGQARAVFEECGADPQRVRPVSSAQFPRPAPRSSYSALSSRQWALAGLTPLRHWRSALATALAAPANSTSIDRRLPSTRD
# Target sequence (P9WH11 whole entry, looked up): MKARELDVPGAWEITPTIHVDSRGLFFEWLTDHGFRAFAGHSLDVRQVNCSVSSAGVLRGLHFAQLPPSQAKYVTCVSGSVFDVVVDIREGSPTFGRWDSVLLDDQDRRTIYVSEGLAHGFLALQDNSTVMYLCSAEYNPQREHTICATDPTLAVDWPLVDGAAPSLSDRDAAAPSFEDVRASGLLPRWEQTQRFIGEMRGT
# * = called active by the depositor; · = no result given.
SMILES	RmlCD inh 1536	GlmU inhibition
CN(Cc1ccccc1)Cc1nc2c(c(=O)n(C)c(=O)n2C)n1CCCc1ccccc1	-10.3	-0.4%
CCC(C)N1C(=O)CN(C2CCCCCC2)C(=O)C1c1ccccc1F (stereo unspecified)	13.4	-8.7%
Cc1ccc(Nc2c(-c3ccccc3O)nc3ncccn23)cc1	-9.4	-0.9%
COc1ccc(/C=N/N2C(=N)SCC2=O)cc1	-14.4	1.8%
CCOc1ccc(NC(=O)Nc2ccc(Br)cn2)cc1	·	1.7%
CCOc1cc(C)c(Cl)cc1S(=O)(=O)NCC1CCCO1 (stereo unspecified)	4.6	0.8%
Cc1cc(NC(=O)CSc2nc3ccccc3c(=O)n2C(C)c2ccccc2)no1 (stereo unspecified)	·	-2.7%
FC(F)Sc1nnc(-c2cccs2)n1-c1ccccc1	5.3	1.3%
COc1ccc(CN2C(=O)C(O)(CC(=O)c3ccc4c(c3)OCO4)c3ccccc32)cc1OC (stereo unspecified)	5.0	-0.6%
Cc1ccc(C)c(-n2c(SCC(=O)NCC3CCCO3)nnc2-c2ccoc2C)c1 (stereo unspecified)	6.3	-6.5%
CCOc1ccccc1N1CC(C(=O)Nc2nccs2)CC1=O (stereo unspecified)	·	-4.0%
COc1ccc(CC(=O)Nc2nccs2)cc1OC	·	-0.5%

# Individual results from the results shown:
# Cc1ccc(Nc2c(-c3ccccc3O)nc3ncccn23)cc1 @ RmlCD inh 1536 = -9.4
# CCOc1cc(C)c(Cl)cc1S(=O)(=O)NCC1CCCO1 (stereo unspecified) @ RmlCD inh 1536 = 4.6
# FC(F)Sc1nnc(-c2cccs2)n1-c1ccccc1 @ RmlCD inh 1536 = 5.3
# COc1ccc(CC(=O)Nc2nccs2)cc1OC @ GlmU inhibition = -0.5%
# COc1ccc(/C=N/N2C(=N)SCC2=O)cc1 @ RmlCD inh 1536 = -14.4
# CCOc1ccc(NC(=O)Nc2ccc(Br)cn2)cc1 @ GlmU inhibition = 1.7%

# Back to the main list with the two entries that preceded the break.
SMILES	RmlCD inh 1536	GlmU inhibition
CCOc1ccccc1N1CC(C(=O)Nc2nccs2)CC1=O (stereo unspecified)	·	-4.0%
COc1ccc(CC(=O)Nc2nccs2)cc1OC	·	-0.5%
Cc1cc(NS(=O)(=O)c2ccc(NC(=O)c3cc4ccccc4o3)cc2)no1	-6.0	-2.6%
CCOc1ccc(CCNC(=O)C2CCN(c3ccc(N4CCOCC4)nn3)CC2)cc1OCC	4.0	·
COc1ccc(N2CCn3c2nc2c3c(=O)n(CCc3ccccc3)c(=O)n2C)c(OC)c1	3.8	-4.7%
CCN(C(=O)Cc1c(C(=O)O)n(C)c2ccccc12)c1ccc(F)cc1	9.6	-7.8%
Cn1c(SCc2cc(=O)[nH]c(C(C)(C)C)n2)nnc1C(F)(F)F	-2.1	-1.0%
COc1ccc(/C=C2/SC(=O)N(CCNC(=O)C3CCCN3C(=O)c3cccs3)C2=O)cc1 (stereo unspecified)	2.4	-0.6%
Nn1cc(-c2ccccc2)nc1SCC(=O)N1CCN(S(=O)(=O)c2ccccc2)CC1	-2.9	0.5%
CCOC(=O)c1c(/N=C/C2C(=O)CCCC2=O)sc2c1CCCC2	·	1.8%
Cc1nc2sc(C(c3ccco3)N3CCN(C(c4ccccc4)c4ccccc4)CC3)c(O)n2n1 (stereo unspecified)	·	-0.8%
O=C(Nc1ccc2c(c1)OCCO2)c1ccc2nccnc2c1	·	5.8%
OC(CNCC(c1ccco1)N1CCCCC1)c1ccccc1 (stereo unspecified)	-13.4	-0.1%
O=C(O)C1CCN(C(=O)c2ccco2)CC1	·	-2.3%
COc1ccccc1OCC(=O)Nc1ccc(Cl)cc1C(=O)c1ccccc1	-5.0	-8.8%
Cc1ccc(N2C(=O)N(CC(=O)NC(N)=O)C(=O)C2C)cc1 (stereo unspecified)	-16.3	1.2%
Cc1c(C(=O)C(=O)NCC2CCCO2)c2ccccc2n1C (stereo unspecified)	-3.2	-4.5%
CC(C)CC(NC(=O)C(NC(=O)C1OC2OC(C)(C)OC2C2OC(C)(C)OC12)C(C)C)C(=O)O (stereo unspecified)	·	-0.7%
N#CC(C(=O)Nc1ccc(Cl)cc1)=C1Nc2ccccc2N1	7.3	1.4%
Cc1ccc(OCC(=O)N(C)CCc2ccccn2)cc1	6.7	5.0%
COc1ccc(-n2c(C)cc(C=O)c2C)cc1Cl	-3.8	0.1%
Cc1noc(C)c1C(=O)OCC(=O)c1c(N)n(CC(C)C)c(=O)n(C)c1=O	-11.9	5.0%
O=C(/C=C/c1ccc(Cl)cc1)N1CCN(c2ccccc2[N+](=O)[O-])CC1	-4.7	1.0%
O=C(Nc1ccon1)c1ccc(S(=O)(=O)N2CCCCCC2)cc1	-5.5	0.7%
O=C(O)c1ccc(NS(=O)(=O)c2ccc3c(c2)OCCO3)cc1	-4.0	-3.6%
Cc1ccc(SCc2cn3c(C)cc(C)nc3n2)cc1	-9.5	1.8%
Cc1ccc(-n2nnc3c(=O)n(CC(=O)OCc4ccccc4)cnc32)cc1	34.4	-0.1%
CCSc1ccc(C(=O)Nc2ccc(Br)cn2)cc1[N+](=O)[O-]	5.9	-6.0%
O=C1c2ccccc2C(=O)N1OCc1ccc(Cl)cc1	8.9	-2.0%
O=C(COC(=O)c1cnc(Cl)c(Cl)c1)NCc1cccs1	-9.9	0.6%
O=C(N/N=C/c1c(O)n(-c2ccccc2)c(=S)[nH]c1=O)c1ccccc1	-14.6	3.3%
CCC1CCCCN1C(=O)Nc1cccc(NC(=O)N2CCCCC2CC)c1 (stereo unspecified)	·	-8.2%
Cc1csc(NC(=O)Nc2cccc(Cl)c2)n1	·	-1.9%
CCC(C)Sc1nc2ccccc2c(=O)[nH]1 (stereo unspecified)	·	-3.6%
COC/C=C/C1=CC2=CC(=O)C(C)(OC(=O)c3cccs3)C(=O)C2=CO1 (stereo unspecified)	·	2.3%
CC1CCCCN1C(=O)c1ccccc1OC1CCN(S(C)(=O)=O)CC1 (stereo unspecified)	·	0.6%
COc1ccc(-c2[nH]c(-c3ccccc3)nc2SCC(=O)NC2CCCC2)cc1	·	-0.4%
Cc1cc(C)n2cc(CSc3nc4ccccc4s3)nc2n1	-0.4	-5.2%
Cc1cc(C(=O)N/N=C/c2cccc([N+](=O)[O-])c2)c(C)o1	-6.9	-1.0%
COc1ccc(CCNC(=S)Nc2ccc(OC)cc2)cc1	3.7	7.8%
COC(=O)c1ccccc1NC(=S)NC(=O)COc1ccc(C(C)C)cc1	·	0.4%
N#CC(C#N)=C(N)CSc1cccc[n+]1[O-]	6.9	-4.4%
O=C1c2ccccc2-c2nccnc21	·	-7.1%
CCCCNC(=O)C(=O)N/N=C/c1ccc(OCc2ccccc2)cc1	-18.2	-6.0%
Cc1cccc(NC(=O)C2CCCN(S(=O)(=O)c3cccc4nonc34)C2)c1 (stereo unspecified)	4.5	-5.6%
COC(=O)c1ccc(C(C(=O)NCc2ccccc2)N(Cc2cccs2)C(=O)c2cnccn2)cc1 (stereo unspecified)	7.5	-0.7%
O=C(O)c1nnn(-c2ccc([N+](=O)[O-])cc2)c1-c1ccccc1	-7.5	-0.9%
CC(=O)N1CCN=C1SCc1ccc(F)cc1	·	8.6%
COc1ccc(N(CC(=O)NCc2cccs2)S(=O)(=O)c2c(C)n[nH]c2C)cc1	·	-1.8%
CCN1C(=O)c2ccccc2Sc2ccc(C(=O)NCCCN3CCOCC3)cc21	·	-2.5%
CCC1CCC2(CC1)NNC(=S)NN2	·	2.3%
CCN(Cc1ccccc1)S(=O)(=O)c1ccc2c(c1)NC(=O)CC(=O)N2	-6.7	-1.1%
CCOC(=O)N1CCN(C(=O)COc2ccc(S(=O)(=O)NC3CCCCC3)cc2C)CC1	·	2.9%
C=CCOc1c(CNc2ccc(C(=O)O)cc2)cccc1OCC	·	-3.4%
O=C(NN=C(Cc1ccccc1)Cc1ccccc1)c1ccc(F)cc1	-14.1	-0.7%
CC(=O)Nc1ccc(S(=O)(=O)NC2(C(F)(F)F)C(=O)Nc3c2c(=O)[nH]c(=O)n3Cc2ccccc2)cc1 (stereo unspecified)	·	-1.5%
COc1ccc(C2C(C(=O)NCc3cccnc3)c3cc(OC)c(OC)cc3C(=O)N2C)cc1 (stereo unspecified)	·	1.9%
O=C(CCN1CCCC1)Nc1ccc(Br)cc1	·	-0.9%
COc1ccc(CCN(C)c2ncnc3sccc23)cc1OC	-1.9	-5.6%
COC(=O)c1sc2nc(CN3CCOCC3)nc(N3CCOCC3)c2c1C	5.3	-4.8%
COc1ccc(CC(=O)NCC2COc3ccccc3O2)cc1 (stereo unspecified)	·	-3.1%
CCOC(=O)CSC1=C(C#N)C(=O)NC(c2ccc(OC)c(OC)c2)S1 (stereo unspecified)	8.4	-0.6%

# Following part:
SMILES	RmlCD inh 1536	GlmU inhibition
CCC1S/C(=N/N=C/c2ccco2)N(Cc2ccccc2)C1=O (stereo unspecified)	19.6	3.2%
CCCn1ncc(CN2CCN(Cc3ccc(C)o3)C(CCO)C2)c1C (stereo unspecified)	2.6	-2.5%
CS(=O)(=O)N(Cc1ccccc1)c1ccc(C(=O)Nc2ccccc2Sc2ccccc2)cc1	-3.9	1.1%
Cc1ccc(NS(=O)(=O)c2cc(C(=O)O)ccc2Cl)cc1	·	-3.0%
Cc1cc(C(=O)OCC(=O)c2ccc3c(c2)NC(=O)CO3)c2ccccc2n1	10.6	-5.5%
Cc1c(C(=O)NC(C)C)sc2ncn(CC(=O)N3CCC(C)CC3)c(=O)c12	·	2.5%
CCSc1nc2c(cnn2-c2ccc(C)c(C)c2)c(=O)[nH]1	-1.0	-3.8%
OC(COCC1COc2ccccc2O1)CN1CCN(c2ccc(F)cc2)CC1 (stereo unspecified)	5.5	0.1%
COc1cccc(/C=N/NC(=O)c2ccc(=O)n(C)c2)c1O	·	2.4%
Cc1cc(C)cc(-n2nc(C)cc2N)c1	·	-1.0%
CC1=CC(C)(C)Nc2ccc(OC(=O)CCN3C(=O)c4ccccc4C3=O)cc21	-4.7	-0.8%
O=C(O)C1C2C=CC(C2)C1C(=O)NC1CCN(Cc2ccccc2)CC1 (stereo unspecified)	-8.7	4.4%
CSc1cccc(NC(=O)CN(C)S(=O)(=O)c2ccc(F)cc2)c1	-6.0	-1.3%
CCSc1nnc(NC(=O)NC(C)(C(F)(F)F)C(F)(F)F)s1	·	5.4%
CC1C/C(=C/c2ccncc2)C(=O)/C(=C/c2ccncc2)C1 (stereo unspecified)	2.1	3.4%
CC(CN1CCCC(C(N)=O)C1)c1ccccc1 (stereo unspecified)	-2.6	-2.0%
O=C(N/N=C/c1ccccc1)c1[nH]c2ccc(Br)cc2c1-c1ccccc1	9.3	-4.9%
COc1ccc(NC(=O)c2cn(-c3ccccc3)nc2-c2cc3ccccc3o2)cc1	10.1	-1.7%
C=C(C)CSc1nc2ccccc2[nH]1	-1.0	3.9%
O=C(CSCc1ccccc1)Nc1ccccc1C(=O)Nc1ccc(C(=O)O)cc1	18.7	-0.8%
CN1CCN(S(=O)(=O)c2cccc(C(=O)NCc3ccc(Cl)cc3)c2)CC1	3.0	4.4%
CCCSc1nc(C)cc(C)c1S(=O)(=O)c1ccccc1C	6.3	·
CC1Cc2nc(SCC(=O)Nc3ccc4c(c3)OCO4)n(Cc3ccccc3)c(=O)c2S1 (stereo unspecified)	5.5	-4.6%
COCC(C)NC(=O)CSc1nnc(-c2cccc(S(=O)(=O)N3CCCCC3)c2)o1 (stereo unspecified)	-11.3	-2.1%
CC(=O)C1=C(c2ccccc2)NC(=O)NC1c1ccc(O)c(O)c1 (stereo unspecified)	6.0	2.8%
Cc1cc2nncn2c(Cc2ccccc2)n1	·	-2.3%
O=C(CSc1nc2ccccc2s1)CSc1nc2ccccc2s1	·	-0.6%
Cc1ccc(NC(=O)CN(C)C(=O)c2nn(C)c(=O)c3ccccc23)cc1	-20.8	-3.1%
CCCc1nc2oc3c(NCC(C)O)ncnc3c2c2c1CCCC2 (stereo unspecified)	-13.7	0.9%
CCn1c(=O)cc(OCC(=O)NCc2ccc(C)o2)c2ccccc21	·	-6.5%
CCCCCC(=O)N1CC2(CC(c3cccc(NC(=O)[C@@H]4CCC(=O)N4)c3)=NO2)C[C@@H]1C(N)=O (stereo partly specified)	·	6.5%
CCOCC(=O)Nc1cc(S(=O)(=O)N2CCOCC2)ccc1N1CCCCC1	·	-3.2%
c1cncc(-c2noc(CC3CCCCC3)n2)c1	-3.5	0.3%
COc1ccccc1NC(=O)CN1CCN(CC(=O)Nc2ccc(Cl)c(C(F)(F)F)c2)CC1	·	-9.5%
COc1ccccc1/C=N/Nc1cc(C)nc(N2CCOCC2)n1	10.7	-5.4%
COc1ccc(NC(=O)CCCCC#Cc2ccccc2)cc1	·	-2.8%
CC1CC2OC(=O)C3(C)CCCC(C)(C23)C1(O)CCc1ccoc1 (stereo unspecified)	-7.0	-0.6%
CCCC(c1nnnn1Cc1ccc(F)cc1)N1CCN(C)CC1 (stereo unspecified)	17.9	-3.7%
O=C(O)CCCNC(=O)OCc1ccccc1	·	2.7%
CCc1nnc(SCc2cccc(F)c2)nc1CC	·	6.5%
Cc1ccc(-n2c(SCC(=O)N/N=C/C=C/c3ccccc3[N+](=O)[O-])nc3ccccc3c2=O)cc1	·	-0.3%
Cn1nc(C(=O)N2CCN(C(c3ccccc3)c3ccccc3)CC2)c2ccccc2c1=O	11.7	·
CCc1cccc(NC(=O)CSC2=NS(=O)(=O)c3ccccc32)c1	6.4	5.7%
O=C(Cn1cnc2ccccc2c1=O)Nc1ccc(-c2nnc3n2CCCCC3)cc1	-0.4	10.6%

# The list is partial (hit frequency here may not be typical).
